IL-1B inflam inh – inhibitors of inflammasome signaling (IL-1 beta secretion) | 360,000 compounds, 4.7% hits | activity change, % at 57.5 µM | THP-1 LPS/ATP IL-1B secretion, AlphaLISA, 16 h; active compounds read low | AID 743279; in the data active means activity change below about -50%; inconclusive means mostly about -30% to -49%; further: on the % scale 0 is the no-effect control and ±100 the full control effect
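Secreted IL-1B measured by AlphaLISA bead assay after 16 h compound exposure of THP-1 cells; compounds (final up to 57.5 uM) added 1 h before LPS (250 ng/mL) and ATP (1.25 mM) stimulation; lower signal means less secretion.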
HT1080-NT tox – kills 2HG-producing HT-1080-NT fibrosarcoma cells. HT-1080-NT fibrosarcoma viability, CellTiter-Glo ATP luminescence, 48 h. Potency, µM (series often up to 46.1 µM), inactives show at the highest dose activity, negative = less viability, actives largely listed as cytotoxic. 360,000 compounds, 1.6% hits. AID 686970;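 further: NT is the 2HG producing partner of a matched IDH1 knockdown line; potency means the concentration at half of the fitted maximal effect; 0% = DMSO-treated cells and -100% = media-only wells without cells; nearly all actives have a fitted effect of over 55% in size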
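Luminescent CellTiter-Glo readout after 48 hours of compound exposure at 37 degrees C defined viability of HT-1080-NT cells. Activity was normalized to DMSO wells and cell-free media wells; concentration-response curves were fitted and assigned curve classes.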
S2 tox – viability counter-screen for ATXN expression inhibitors. Potency, µM (series often up to 56.7 µM), most hits filed as cytotoxic. 400,000 compounds, 0.49% hits. AID 651635. S2 cells (HEK-293 line with an ATXN2-luciferase reporter) viability, CellTiter-Fluor protease fluorescence, 24 h; further: potency means the concentration at half of the fitted maximal effect; nearly all actives have a fitted effect of over 40% in size
ATXN2 expr inh – inhibitors of ATXN2 expression; HEK-293 ATXN2-luciferase reporter, luminescence, 24 h; Potency, µM (highest dose often 57 µM), inactives show at the highest dose activity change, negative = inhibition, actives largely listed as inhibitors; 360,000 compounds, 0.72% hits; further: potency means the concentration at half of the fitted maximal effect; on the % scale 0 is the no-effect control and ±100 the full control effect; nearly all actives have a fitted effect of over 55% in size
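qHTS (up to 57 uM final) was run with 24 h compound exposure of reporter cells at 37 °C. Each well was multiplexed: SteadyGlo luminescence measured ATXN2-luciferase expression after a fluorogenic Gly-Phe-AFC viability readout (25 uM final).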
HT1080 IDH1KD tx – HT-1080 IDH1 knockdown cell toxicity (counter line) | HT-1080 IDH1 knockdown viability, ATP luminescence, 48 h | 360,000 compounds, 2% hits | AID 686971 | Potency, µM (highest dose often 46.1 µM), inactives show at the top dose activity, negative = toxicity, hits mostly cytotoxic;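 further: potency means the concentration at half of the fitted maximal effect; 0% = DMSO wells and -100% = cell-free medium wells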
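Assay cells: HT-1080 with IDH1 knockdown, 750 per well, RPMI/5% FBS. Exposure: 48 h at 37 °C following 2 h pre-incubation. Read: CellTiter-Glo luminescence; fitted concentration-response, curve class assigned.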
SW480 rerep – inducers of DNA re-replication in SW480 colon cancer cells. AID 624297. 340,000 compounds, 1.8% hits. Potency, µM (doses to about 46.1 µM), for the others: at the top dose re-replication activation, hits mostly activators. SW480 DNA re-replication, Hoechst DNA content imaging, 48 h; further: potency means the concentration at half of the fitted maximal effect; % of control where 0% means no effect; nearly all actives have a fitted effect of over 55% in size
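Cells (250 per well) received 23 nL compound or DMSO by pin tool and were kept 48 hr at 37 C, 5% CO2. Nuclei were then stained with Hoechst for 40 min and scanned for DNA content.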
KB-3-1 cytotox – KB-3-1 parental cell cytotoxicity; KB-3-1 viability, CellTiter-Glo ATP luminescence, 72 h; Potency, µM (highest dose often 46.1 µM), without a hit: at the highest dose activity change, negative = cytotoxic, usual class: cytotoxic; 400,000 compounds, 1.4% hits; further: potency means the concentration at half of the fitted maximal effect; on the % scale 0 is the no-effect control and ±100 the full control effect; nearly all actives have a fitted effect of over 60% in size
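72 h, 37 °C compound treatment of KB-3-1 parental cells; CellTiter-Glo added, 10 min, luminescence read. Data corrected against DMSO-only plates and normalized before curve fitting.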
MCF10A rereplic – induces DNA re-replication in MCF 10a normal breast cells | 350,000 compounds, 2.9% hits | MCF 10A DNA re-replication, Hoechst nuclear intensity, 48 h | Potency, µM (top dose mostly 46.1 µM), inactives show at the highest dose activity, positive = re-replication, hits mostly activators; further: potency means the concentration at half of the fitted maximal effect; % of control where 0% means no effect; nearly all actives have a fitted effect of over 50% in size
HepG2 tox – counter-screen for TGF-b inhibitors: cytotoxicity in HepG2 cells; HepG2 CAGA-GFP viability, ATP luminescence, 18 h; 410,000 compounds, 0.76% hits; AID 588856; Potency, µM (titrated, usually from 46.1 µM), without a hit: at the highest dose activity change, negative = cytotoxicity, most hits filed as cytotoxic; further: potency means the concentration at half of the fitted maximal effect; some results filed as inactive show a strong effect at the top dose
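CellTiter-Glo luminescence gave cytotoxicity after 18 hours at 37 degrees C. The cells were HepG2 CAGA-GFP in 1% FBS DMEM, stimulated with 500 pg/mL TGF-beta after compound addition. %Activity was normalised to no-cell wells (complete cell-killing) and DMSO (no toxicity), and curves were fitted and classified.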
Active calls of the source: *; i = inactive; u = inconclusive; x = not tested or not shown; [ ] = another dose, or the depositor's remark. Unless noted, the call rests on the fitted dose curve; in most records, active means well fitted curve in the direction sought with a large enough effect; inconclusive means small, poorly fitted or top-dose-only effect, or another doubt; inactive means no such curve, though single readings can be large; an effect the other way counts as inactive or inconclusive.

cpd	SMILES	KB-3-1 cytotox	ATXN2 expr inh	HT1080-NT tox	S2 tox	HT1080 IDH1KD tx	MCF10A rereplic	IL-1B inflam inh	HepG2 tox	SW480 rerep
1	O=C(CCc1nnc2ccc(N3CCCC3)nn12)Nc1cc(F)ccc1F	21%	7%	18%	i	4%	-2%	-13	4%	2%
2	CCN(C(=O)CSc1nc2scc(-c3ccccc3)c2c(=O)n1C)C1CCS(=O)(=O)C1 (stereo not given)	0%	8%	-2%[9.24 µM]	i	0%	24%	-4	2%	-19%
3	CCOC(=O)c1c(NC(=O)CSc2nnc(Cc3ccccc3)o2)sc(C)c1C	5%	-1%	-11%	u	-2%	-2%	11	-4%	0%
4	CCOCCc1nnc(NC(=O)C2CC(=O)N(c3ccc(OCC)cc3)C2)s1 (stereo not given)	2%	-5%	1%	i	2%	u	27	-21%	-76%[inhibitor]
5	O=C(c1ccc(S(=O)(=O)Nc2ccccc2F)cc1)N1CCN(c2ccccc2O)CC1	-8%	-5%	-5%	i	12%	7%	-11	-7%	-6%
6	Cn1cc(S(=O)(=O)CC(=O)Nc2ccc(Br)cc2)c2ccccc21	2%	6%	10%	i	1%	6%	-10	-24%	0%
7	CCOc1ccc(NC(=O)c2ccc(CSc3nnnn3C)cc2)cc1	-23%	-18%	-2%	i	1%	13%	-3	-1%	4%
8	CCN(CC(=O)NCc1cccs1)CC(=O)Nc1c(Cl)ccc(C)c1Cl	-1%	-13%	1%	i	-1%	9%	0	-35%	-14%
9	CCCn1cc(S(=O)(=O)c2ccc(C)cc2)c(=O)c2cc(OCC)ccc21	u	-7%	1%	i	-3%	2%	-23	-1%	-13%
10	Cn1c(SCc2ccc(C#N)cc2Cl)nc2ccccc21	-3%	116%[activator]	7%	i	-1%	3%	-71*	-24%	0%
11	COc1ccccc1NC(=O)Cc1nnc(SCC(=O)NC2CCCCC2C)n1C (stereo not given)	-13%	-13%	5%	i	7%	-19%	10	-22%	4%
12	CC(=C/c1ccccc1)/C=N/n1c(-c2ccco2)n[nH]c1=S	17%	x	1%	x	6%	12%	0	-25%	-25%
13	CCOc1ccc(CNC(=O)CCn2cccn2)cc1OC	0%	5%	x	i	x	x	x	2%	x
14	COc1ccc(C2CC(c3cccs3)=NN2C(=O)CCl)cc1OC (stereo not given)	u	13µM*	4.6µM*	11µM*	7.3µM*	3.3µM*	-103*	7.1µM*	2.1µM*
15	Cc1ccc(C(=O)OCC(=O)Nc2cccc(S(=O)(=O)N3CCOCC3)c2)o1	-4%	1%	-4%[9.24 µM]	i	-4%	-2%	-7	8%	18%
16	CC(=O)c1cccc(NC(=O)C2CCCN(S(=O)(=O)c3cccc4nonc34)C2)c1 (stereo not given)	u	18%	-4%	i	-7%	23%	28	-10%	-2%
17	CC(=O)c1cccc(NC(=O)N2CCCc3ccccc32)c1	10%	28%	-5%	i	1%	13%	14	-13%	-7%
18	Cc1cccc(NC(=S)N(CCCN2CCOCC2)C(C)c2cc3ccccc3o2)c1C (stereo not given)	1%	x	-1%	i	-5%	7%	7	-25%	-15%
19	COC(=O)CCNc1ccc2c(c1)OCCO2	0%	11%	-3%	i	16%	1%	-2	-2%	-2%[9.22 µM]
20	S=c1[nH]ncn1NCc1cccc(Br)c1	0%	5%	10%	i	5%	0%	16	17%	-10%
21	COC(=O)CCC(=O)NC(=S)Nc1ccc(S(=O)(=O)Nc2cc(C)on2)cc1	0%	0%	28%	i	12%	-1%	12	25%	-15%
22	O=C(c1ccc(O)c(Cl)c1)N1CCN(S(=O)(=O)c2ccccc2)CC1	-9%	-5%	0%	i	-7%	-1%	24	0%	2%
23	O=C1NC2(O)C(=O)c3ccccc3C2(O)N1 (stereo not given)	6%	1%	8%	i	7%	-1%	2	-1%	0%
24	COC(=O)c1c(N)[nH]c(C(=O)c2ccccc2)c1-c1ccc(Cl)cc1	2%	7%	1%	i	5%	x	3	x	x
25	CCCCC(=O)O	9%	8%	12%	i	2%	14%	-4	1%	-11%
26	Cc1ccc(NC(=O)C2CCCN2S(=O)(=O)c2ccc3c(c2)CCC(=O)N3)cc1Cl (stereo not given)	-7%	-4%	1%	i	4%	7%	43	-19%	1%
27	CCN(CC(=O)Nc1ccc(NC(C)=O)cc1)C(=O)C1CCN(C(=O)c2ccccc2C)CC1	1%	1%	7%	i	16%	20%	1	-13%	3.7µM*
28	Cc1ccc2nc3[nH]c(=O)[nH]c(=O)c3c(N)c2c1	u	17%	0%	i	-6%	u	-6	-1%	-2%
29	Cc1ccc2c(C(=O)CN3CCSCC3)c(C)[nH]c2c1	11%	2%	1%	i	-2%	-1%	-11	-5%	2%
30	CCN1CCN(c2nc3ccccc3nc2C(C#N)S(=O)(=O)c2ccc(C)c(C)c2)CC1 (stereo not given)	12%	9%	-4%	i	8%	1%	7	21%	-12%
31	Cc1cccc(OCc2nnc(SCC(=O)N3CCc4ccccc43)n2C)c1	10%	10%	-2%[9.24 µM]	i	-26%	23%	-2	-12%	10%
32	O=C(NCc1ccccn1)[C@@H]1C[C@H]1[C@@H](NP(=O)(c1ccccc1)c1ccccc1)c1ccccc1	0%	-10%	-11%	i	-1%	-4%	18	-4%	26%

Sorted by molar mass (rising): ten of the compounds above.
cpd	SMILES	KB-3-1 cytotox	ATXN2 expr inh	HT1080-NT tox	S2 tox	HT1080 IDH1KD tx	MCF10A rereplic	IL-1B inflam inh	HepG2 tox	SW480 rerep
25	CCCCC(=O)O	9%	8%	12%	i	2%	14%	-4	1%	-11%
23	O=C1NC2(O)C(=O)c3ccccc3C2(O)N1 (stereo not given)	6%	1%	8%	i	7%	-1%	2	-1%	0%
28	Cc1ccc2nc3[nH]c(=O)[nH]c(=O)c3c(N)c2c1	u	17%	0%	i	-6%	u	-6	-1%	-2%
20	S=c1[nH]ncn1NCc1cccc(Br)c1	0%	5%	10%	i	5%	0%	16	17%	-10%
29	Cc1ccc2c(C(=O)CN3CCSCC3)c(C)[nH]c2c1	11%	2%	1%	i	-2%	-1%	-11	-5%	2%
22	O=C(c1ccc(O)c(Cl)c1)N1CCN(S(=O)(=O)c2ccccc2)CC1	-9%	-5%	0%	i	-7%	-1%	24	0%	2%
31	Cc1cccc(OCc2nnc(SCC(=O)N3CCc4ccccc43)n2C)c1	10%	10%	-2%[9.24 µM]	i	-26%	23%	-2	-12%	10%
21	COC(=O)CCC(=O)NC(=S)Nc1ccc(S(=O)(=O)Nc2cc(C)on2)cc1	0%	0%	28%	i	12%	-1%	12	25%	-15%
27	CCN(CC(=O)Nc1ccc(NC(C)=O)cc1)C(=O)C1CCN(C(=O)c2ccccc2C)CC1	1%	1%	7%	i	16%	20%	1	-13%	3.7µM*
32	O=C(NCc1ccccn1)[C@@H]1C[C@H]1[C@@H](NP(=O)(c1ccccc1)c1ccccc1)c1ccccc1	0%	-10%	-11%	i	-1%	-4%	18	-4%	26%

The listing continues.
cpd	SMILES	KB-3-1 cytotox	ATXN2 expr inh	HT1080-NT tox	S2 tox	HT1080 IDH1KD tx	MCF10A rereplic	IL-1B inflam inh	HepG2 tox	SW480 rerep
33	CCC1CCCCN1CCCNC(=O)Cn1cnc2sc(C)c(S(=O)(=O)N3CC(C)CC(C)C3)c2c1=O (stereo not given)	-9%	-4%	-8%	u	-2%	17%	-14	6%	-1%
34	CN1C[C@@H]2[C@@H]3C(=O)N(Cc4ccccc4)C(=O)[C@@H]3[C@](Cc3ccccc3)(C1=O)N2C(=O)c1ccc(Br)cc1	-1%	0%	5%	u	-2%	1%	-9	-2%	19%
35	COc1ccccc1Oc1nc(-c2ccccc2)cc(C)c1S(C)(=O)=O	-25%	-29%	u	i	u	19%	-5	-20%	16%
36	COc1ccc(C2Nc3cccc4cccc(c34)N2)cc1Br	-11%	3%	-20%	i	-6%	-13%	19	-9%	-1%
37	CCOC(=O)c1cccc(NC(=O)CSc2nnc(-c3ccncc3)n2CCCOC)c1	8%	-5%	1%	i	1%	1%	24	13%	1%
38	CCn1nc(C)c(C2C(C#N)=C(N)OC3=C2C(=O)CCC3)c1C (stereo not given)	2%	0%	26%	i	6%	6%	3	-3%	-17%
39	CC(C)c1ccc(CNC(=O)C2CCCN2S(=O)(=O)c2ccccc2)cc1 (stereo not given)	-12%	x	-9%	i	-2%	-1%	1	-43%	8%
40	NC(=O)c1ccsc1NC(=O)COC(=O)c1ccc(Cl)cc1	u	x	-5%	i	3%	7%	10	-5%	-19%
41	Cc1ccc(N2C(=O)CC(SCC(=O)Nc3ccc(S(N)(=O)=O)cc3)C2=O)cc1 (stereo not given)	3%	-15%	12%	i	8%	-1%	-6	-2%	-6%
42	COC(=O)/C=C1\SC(N2CCOCC2)=C(c2ccc(OC)cc2)C1=O	1%	7%	9%	i	8%	u	25	-5%	-70%[inhibitor]
43	CCn1cc(C2CC(=O)NC2=O)c2ccccc21 (stereo not given)	1%	2%	2%	i	-1%	-1%	12	-7%	17%
44	CNC(=S)N1N=C(c2ccc(C)cc2)CC1c1ccc(Br)cc1 (stereo not given)	-24%	5%	-5%	u	u	8%	u	2%	12%
